From PubChem BioAssay
ATXN viability – Viability Counterscreen for Primary qHTS for Inhibitors of ATXN expression; actives 0.49% (n = 400,000); Potency, µM (doses to about 56.7 µM), actives largely listed as cytotoxic; S2 cells (HEK-293 line with an ATXN2-luciferase reporter) viability, CellTiter-Fluor protease fluorescence, 24 h; note: potency is the fitted concentration of half-maximal effect; nearly all actives have a fitted effect of over 40% in size
Nrf2 activator – qHTS of Nrf2 Activators. AID 624171, 2012. actives 0.31% (n = 410,000). Potency, µM (highest dose often 46.1 µM), for the others: at the top dose activation, actives largely listed as activators. AREc32 ARE-luciferase reporter (MCF7-derived line), luminescence, 24 h; note: potency is the fitted concentration of half-maximal effect; % of control where 0% means no effect; nearly all actives have a fitted effect of over 65% in size
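Quantitative high-throughput format: AREc32 reporter cells, 1000 per well, received compound by pin transfer and were incubated 24 hr at 37 deg C, 5% CO2, before Steady-Glo luminescence detection.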
IL-2 act – qHTS of IL-2 Activators; IL-2 activation reporter assay, cell-based qHTS; stimulated with anti-CD3/CD4/CD28 beads; in transgenic mouse T cells; actives 0.065% (n = 360,000); activation, % (series mostly up to about 46 µM); in the data active = activation above about 50%; inconclusive = mostly about 30% to 49%; note: 0% is about no effect
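Unstimulated transgenic mouse T cells; 60-min compound exposure; bead-based TCR/CD4/CD28 stimulation; 18 h culture, 37 degrees C; dual fluorescence (EGFP, DsRed) plate cytometry.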
EPAC2 ag – qHTS for Agonist of cAMP-regulated guanine nucleotide exchange factor 4 (EPAC2): primary screen; Potency, µM (highest dose often 154 µM), inactives show at the highest dose activation, most hits filed as activators; Rap guanine nucleotide exchange factor 4 (Homo sapiens), Q8WZA2; EPAC2 activation, biochemical qHTS; response scale: 100% = 6.5 mM cAMP response; actives 0.079% (n = 360,000); note: potency is the fitted concentration of half-maximal effect; nearly all actives have a fitted effect of over 50% in size
Target sequence (Q8WZA2 whole entry, looked up): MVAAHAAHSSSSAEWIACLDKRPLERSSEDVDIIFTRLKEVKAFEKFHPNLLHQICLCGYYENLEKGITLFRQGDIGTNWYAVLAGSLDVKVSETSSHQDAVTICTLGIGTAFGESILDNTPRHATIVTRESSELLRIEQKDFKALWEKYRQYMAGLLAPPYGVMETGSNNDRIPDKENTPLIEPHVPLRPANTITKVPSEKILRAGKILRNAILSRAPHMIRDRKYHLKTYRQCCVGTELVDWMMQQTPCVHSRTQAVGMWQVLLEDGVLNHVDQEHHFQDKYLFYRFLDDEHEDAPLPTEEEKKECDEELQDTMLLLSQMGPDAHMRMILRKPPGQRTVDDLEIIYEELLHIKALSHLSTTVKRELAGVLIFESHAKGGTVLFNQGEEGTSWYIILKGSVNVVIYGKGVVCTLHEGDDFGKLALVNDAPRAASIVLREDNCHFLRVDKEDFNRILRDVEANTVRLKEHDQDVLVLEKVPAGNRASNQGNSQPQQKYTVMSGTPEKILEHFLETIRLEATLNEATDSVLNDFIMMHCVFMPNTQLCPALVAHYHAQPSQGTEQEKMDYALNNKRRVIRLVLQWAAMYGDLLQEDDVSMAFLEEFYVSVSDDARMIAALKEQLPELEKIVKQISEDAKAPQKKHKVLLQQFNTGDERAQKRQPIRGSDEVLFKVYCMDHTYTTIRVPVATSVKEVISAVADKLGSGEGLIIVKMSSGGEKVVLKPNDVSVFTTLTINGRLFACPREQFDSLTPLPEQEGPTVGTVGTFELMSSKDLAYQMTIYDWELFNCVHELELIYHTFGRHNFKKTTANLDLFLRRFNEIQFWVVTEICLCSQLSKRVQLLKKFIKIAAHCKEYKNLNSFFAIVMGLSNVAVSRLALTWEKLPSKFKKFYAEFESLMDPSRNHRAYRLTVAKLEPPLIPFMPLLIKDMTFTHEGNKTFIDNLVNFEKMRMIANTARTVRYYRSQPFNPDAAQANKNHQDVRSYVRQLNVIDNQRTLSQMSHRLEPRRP
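Each well held 100 nM EPAC2, 250 nM RAP1B-BODIPY-GDP and 50 uM GDP. Fluorescence, read at 5-min intervals to 30 min, was referenced to a 6.5 mM cAMP positive control.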
TGFb SMAD3 inh – qHTS for Inhibitors of TGF-b. Potency, µM (top dose mostly 46.1 µM), without a hit: at the top dose activity, negative = inhibition, actives largely listed as inhibitors. HepG2 CAGA-GFP TGF-b/SMAD3 reporter, GFP fluorescence, 18 h; TGF-beta stimulated, 500 pg/mL final. actives 1.2% (n = 410,000); note: potency is the fitted concentration of half-maximal effect; % is set by controls: 0 for no effect and ±100 for the full control effect; nearly all actives have a fitted effect of over 65% in size
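Per well, imaged GFP fluorescence of HEPG2 CAGA-GFP cells gives the signal; cells get compound, then TGF-beta (500 pg/mL final), 18 h at 37 degrees C; %Activity versus -TGF-beta and +DMSO controls.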
HepG2 viability – qHTS for Inhibitors of TGF-b: Cytotox Counterscreen; HepG2 CAGA-GFP viability, ATP luminescence, 18 h; Potency, µM (top dose mostly 46.1 µM), without a hit: at the highest dose activity change, negative = cytotoxicity, usual class: cytotoxic; actives 0.76% (n = 410,000); AID 588856, 2011; note: potency is the fitted concentration of half-maximal effect; some results filed as inactive show a strong effect at the top dose
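CellTiter-Glo luminescence gave cytotoxicity after 18 hours at 37 degrees C. The cells were HepG2 CAGA-GFP in 1% FBS DMEM, stimulated with 500 pg/mL TGF-beta after compound addition. %Activity was normalised to no-cell wells (complete cell-killing) and DMSO (no toxicity), and curves were fitted and classified.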
ATXN2 expr inh – Primary qHTS for Inhibitors of ATXN expression; Potency, µM (highest dose often 57 µM), for the others: top-dose activity change, negative = inhibition, usual class: inhibitors; AID 1745845, 2022; HEK-293 ATXN2-luciferase reporter, luminescence, 24 h; actives 0.72% (n = 360,000); note: potency is the fitted concentration of half-maximal effect; % is set by controls: 0 for no effect and ±100 for the full control effect; nearly all actives have a fitted effect of over 55% in size
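ATXN2-luciferase reporter cells (luciferase flanked by upstream and downstream ATXN2 gene portions) were treated 24 h at 37 °C with compounds at up to 57 uM. SteadyGlo luminescence gave expression; GF-AFC fluorescence gave viability.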
Nrf2 block – Nrf2 qHTS screen for inhibitors | A549 ARE-Fluc reporter, luciferase luminescence, 18-24 h | Potency, µM (titrated, usually from 46 µM), inactives show top-dose activity change, negative = inhibition, most hits filed as inhibitors | actives 2.1% (n = 360,000); note: potency is the fitted concentration of half-maximal effect; % is set by controls: 0 for no effect and ±100 for the full control effect; nearly all actives have a fitted effect of over 60% in size
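In this cell-based qHTS, ARE-driven firefly luciferase in A549 cells reports Nrf2 activity; the luminescent signal after BugLite lysis is the measured value, with a prior CellTiter-Fluor read for cell health.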
A549 tox – Nrf2 qHTS screen for inhibitors: counterscreen for cytotoxicity. actives 0.16% (n = 390,000). A549 ARE-Fluc cells, CellTiter-Fluor viability, 18-24 h. Potency, µM (doses to about 46 µM), inactives show at the top dose activity change, negative = cytotoxicity, usual class: inhibitors; note: potency is the fitted concentration of half-maximal effect; % is set by controls: 0 for no effect and ±100 for the full control effect
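Cytotoxicity counterscreen: CellTiter-Fluor fluorescence was measured in A549 ARE_Fluc cells after 18-24 h of compound exposure in a concentration series. The subsequent BugLite luminescent read reports ARE-luciferase activity.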
* marks the source's active call; other numbers are inactive results; i = inactive; ? = inconclusive; / = no result given; & = joins results of further samples; [ ] = another dose, or the depositor's remark. Unless noted, calls come from the whole dose curve; as a rule, active = well fitted curve in the direction sought with a large enough effect; inconclusive = small, poorly fitted or top-dose-only effect, or another doubt; inactive = no such curve, though single readings can be large; an effect the other way counts as inactive or inconclusive.

SMILES	ATXN viability	Nrf2 activator	IL-2 act	EPAC2 ag	TGFb SMAD3 inh	HepG2 viability	ATXN2 expr inh	Nrf2 block	A549 tox
Cc1cc(C)nc(SCc2cc(=O)c(OC(=O)c3ccc(Cl)c([N+](=O)[O-])c3)co2)n1	i	5.1%	0.2	7%	-10%	3%	1%	0%	-3%
CC(=O)N1c2ccc(S(=O)(=O)N3CCC(C(=O)NC4CCCCC4)CC3)cc2CC1C (stereo not given)	i	-0.4%	-1.0	7%	-5%	1%	6%	-15%	-2%
O=C(Cc1ccsc1)Nc1ccc2c(c1)OCO2	i	3.1%	-0.1	8%	-16%	-34%	/	22%	-8%
Cc1cc(C)nc(SCC(=O)OC(C)C(=O)Nc2ccccc2)n1 (stereo not given)	i	-0.6%	1.2	0%	1%	3%	-9%	-7%	2%
CCCCN(CC)CCNC(=O)C1c2cc(OC)c(OC)cc2C(=O)N2CCc3ccccc3C12 (stereo not given)	i	3.1%	-1.8	0%	-9%	9%	-6%	-24%	1%
Cc1cccc(N(CC(N)=O)C2SC(=O)N(c3ccccc3)C2=O)c1 (stereo not given)	i	0.0%	0.1	1%	?	2%	4%	/	2%
COc1ccccc1N1CCN(C(=O)c2cc3c(s2)CCC3)CC1	i	-0.2%	2.6	9%	0%	-7%	-2%	1%	1%
C=CCNC(=S)NNC(=O)c1cc(O)ccc1O	i	?	0.6	6%	-3%	-17%	2%	6%	2%
COc1ccc2c(c1)c(CC(=O)OCC(=O)O)c(C)n2C(=O)c1ccc(Cl)cc1	i	-0.6%	0.5	-3%	12%	-4%	-2%&0%&2%	0%	-2%
O=C(NCCCc1ccccc1)C(=O)c1c[nH]c2ccccc12	i	0.6%	-1.9	8%	?	-19%	19%	-1%	-1%
CC(=O)Nc1ccc(NS(=O)(=O)c2ccc(Cl)s2)cc1	i	0.0%&-1.9%	-2.5	2%	-9%&12%	-9%&5%	6%&8%	9%&10%	-2%&-4%
NC(=O)c1ccc(C(=O)c2ccc([N+](=O)[O-])cc2)cc1	i	0.5%	-2.2	9%	2%	14%	-18%	-11%	-2%
CCn1cc(/C=C(\NC(=O)c2ccccc2)C(=O)N2CCOCC2)c2ccccc21	i	2.0%	-1.7	-4%	0%	-2%	6%	3%	-8%
COc1cccc(CNC(=O)C2CCCN(S(=O)(=O)N(C)c3ccc(F)cc3)C2)c1OC (stereo not given)	/	-0.3%	/	/	?	-34%	/	26µM*	-11%
CCOC(=O)C1CCCN(S(=O)(=O)c2ccc3c(c2)N(C)C(=O)CC(=O)N3C)C1 (stereo not given)	i	-0.6%&-1.0%	-2.9	2%	6%&1%	4%&-1%	-1%&5%	?	2%&-2%
Oc1ccccc1Nc1ncnc2c1oc1ccccc12	i	?	0.9	15%	-3%	-1%	-2%	28%	-9%
O=c1c2[nH]c3ccccc3c2ncn1C1CCCCC1	i	2.2%	0.4	3%	4%	-37%	30%	2%	7%
CC1CCN(S(=O)(=O)c2ccc(C(=O)Nc3nnc(C4CC4)o3)cc2)CC1	i	-1.3%	-0.8	0%	-16%	-30%	?	12µM*	?
O=C(O)c1cn(-c2ccccc2)nc1C(=O)O	i	0.0%	-0.5	-4%	?	-7%	57%[activator]	/	-4%
CC(C)NC(=O)NC(=O)COC(=O)c1ccc(S(=O)(=O)Nc2ccccc2)cc1	i	0.4%	-0.5	13%	-10%	-1%	/	9%	1%
Cc1cc(-n2c(C)cc(C(=O)CN3C(=O)C(=O)N(C)C3=O)c2C)no1	i	0.6%	1.2	7%	16%	-10%	/	10%	6%
CC(=O)N1CCOc2ccc(S(=O)(=O)NC[C@H]3O[C@@H](n4ccc(N)nc4=O)[C@H](O)[C@@H]3O)cc21	i	0.3%	-4.1	24%	-13%	-30%	-13%	/	/
C/C=C(\C)C(=O)OC1CC(C)(C)C[C@H]2C3=CC[C@@H]4[C@@]5(C)CCC(O[C@@H]6O[C@@H](C(=O)O)[C@@H](O)C(O[C@@H]7OC[C@H](O)[C@@H](O)[C@@H]7O[C@@H]7OC(CO)C(O)[C@@H](O)[C@@H]7O)C6O[C@@H]6OC(CO)C(O)C(O)C6O)[C@@](C)(CO)[C@@H]5CC[C@]4(C)[C@]3(C)CC(O)[C@@]12CO (stereo not given in full)	/	4.7%	0.2	-3%	?	-78%	?	-5%	-22%
Cc1cccc(C)c1NC(=O)N1CCC(N2CCCCC2)CC1	i	0.6%	-0.3	4%	-3%	-1%	6%	-3%	-7%
CC(=O)C1=C(O)C(=O)N(Cc2ccccc2)C1c1cccs1 (stereo not given)	i	-0.1%	-1.6	-5%	8%	-39%	9%	-25%	-16%
Cc1cc(C)nc(NC(=O)CSc2nc3ccccc3s2)n1	i	3.3%	0.0	6%	7%	-16%	18%	?	-6%
O=C(c1ccccc1F)N1CCN(S(=O)(=O)c2ccc(Br)cc2)CC1	i	-0.2%	-1.5	0%	6%	0%	-13%	-15%	3%
CC(=O)c1ccc(NC(=O)COc2ccccc2-c2nc(-c3ccccc3)no2)cc1	i	-1.6%	/	/	-19%	-1%	6%	?	-1%
COc1ccc(C(=O)NCC(=O)NCc2ccc3c(c2)OCO3)cc1[N+](=O)[O-]	?	0.7%	-1.6	3%	-2%	-11%	/	/	/
CCOC(=O)C1=C(c2ccccc2)N=C2SCC(=O)N2C1c1ccc(OC)c(OC)c1 (stereo not given)	i	2.9%	0.6	-84%[15.6 µM]	-15%	-32%	-1%	4%	0%
Cc1ccc(C(=O)N2CCSC2=S)cc1	i	-0.7%	-2.5	18%	-16%	-23%	1%	-10%	-2%
Cc1csc(N2C(=O)C3C4CCC(O4)C3C2=O)n1 (stereo not given)	i	-0.1%	-0.1	4%	0%	-4%	4%	6%	6%
Cc1ccc2nc(Nc3ccc(F)cc3)c3nncn3c2c1	i	7.0%	-4.7	-1%	-12%	8%	4%	4%	-2%
COc1ccc(NC(=O)Cn2c(=O)oc3cc(Cl)ccc32)c(OC)c1	i	-1.0%&-0.3%	-0.2	8%	20%&0%	1%&9%	/	?	0%&6%
Cc1ccc(-c2nsc(NC(=O)c3oc4cc(C)c(Cl)cc4c3C)n2)cc1	/	0.7%	/	/	-10%	4%	/	-13%	-1%
O=C1[C@@H]2[C@H](C(=O)N1O)[C@H]1C=C[C@@H]2C1	i	4.1%	-0.2	2%	28%	4%	1%	11%	0%
O=C(NNS(=O)(=O)c1ccc([N+](=O)[O-])cc1)c1ccc2ccccc2c1O	i	3.4%	-1.4	3%	?	-24%	3%	13%	5%
O=C1NC2(CCCCC2)NN1c1ccccc1	i	7.7%	0.9	8%	-8%	-10%	-15%	-10%	-9%
COc1ccc(-n2c(C)c3c(C)nnc(C)c3c2C)cc1OC	i	-0.2%	3.5	5%	5%	-13%	/	/	/
N#CCCC1CCCC=C1N(Cc1ccccc1)C(=O)C(Cl)Cl (stereo not given)	i	0.0%	-2.4	7%	6%	11%	-14%	-2%	1%
Cc1ccc(OC(=O)CCC(=O)OCCCC(F)(F)C(F)(F)F)cc1	i	-0.6%	11	-16%	-3%	-11%	-9%	19%	-2%
O=C(NNC(=S)Nc1ccc(Cl)c(Cl)c1)c1ccccn1	i	-0.3%	-0.8	-2%	2%	-9%	/	?	-8%
Oc1cc2c(cc1O)[C@@H](c1ccccc1)CNCC2	i	?	0.2	-5%	-29%	-24%	4%	17%	-2%
COc1ccc(Cl)cc1NC(=O)Cn1c(NCCO)nc2ccccc21	i	-0.3%	1.3	25%	0%	-2%	-25%	2%	-8%
O=C(N/N=C/c1cccs1)c1c[nH]c2ccccc12	i	12%	-0.5	2%	4%	-3%	66%[activator]	?	-9%
CCN(CC)C(=O)c1ccc2c(c1)N(Cc1c(F)cccc1Cl)C(=O)c1ccccc1S2	i	4.3%	/	/	16µM*	-5%	?	-27%	-15%
CCOc1ccc(OCC)c(NC(=O)CSc2nc3c(c(=O)n(C)c(=O)n3C)n2CC)c1	i	-0.4%	-2.2	-8%	5%	-13%	-16%	5%	-1%[1.84 µM]
O=C(N/N=C/c1ccc[nH]1)c1ccncc1	i	3.2%	0.9	10%	9%	1%	-15%	-9%	-6%
CNC(=O)CO/N=C/c1ccc(N(C)C)cc1	i	0.4%	1.1	5%	10%	9%	31%	?	-5%
O=C(Nc1noc2ccccc12)c1cccc(Cl)c1Cl	/	?	/	/	/	-22%	/	?	1%
COc1ccc(C(=O)NNC(=O)CSc2nc3c(c(=O)n(C)c(=O)n3C)n2C)cc1	i	-0.1%	1.9	3%	-2%	26%	6%	6%	-4%
Cc1ccc(S(=O)(=O)N2CCCCCC2)cc1[N+](=O)[O-]	i	-0.5%	-0.5	7%	5%	11%	5%	17%	0%

Complete entries as entered above. Values in the order: ATXN viability | Nrf2 activator | IL-2 act | EPAC2 ag | TGFb SMAD3 inh | HepG2 viability | ATXN2 expr inh | Nrf2 block | A549 tox
Listed for `CCOc1ccc(OCC)c(NC(=O)CSc2nc3c(c(=O)n(C)c(=O)n3C)n2CC)c1` : i | -0.4% | -2.2 | -8% | 5% | -13% | -16% | 5% | -1%[1.84 µM]
Listed for `O=C(N/N=C/c1ccc[nH]1)c1ccncc1` : i | 3.2% | 0.9 | 10% | 9% | 1% | -15% | -9% | -6%
Listed for `Cc1ccc(OC(=O)CCC(=O)OCCCC(F)(F)C(F)(F)F)cc1` : i | -0.6% | 11 | -16% | -3% | -11% | -9% | 19% | -2%
Listed for `Cc1ccc(S(=O)(=O)N2CCCCCC2)cc1[N+](=O)[O-]` : i | -0.5% | -0.5 | 7% | 5% | 11% | 5% | 17% | 0%
